# From PubChem
# SIRT5 inh: SIRT5 desuccinylase inhibitors, primary screen, biochemical, fluorescence imaging, single point, set 5; Purified SirT5, succinyl-peptide AMC, trypsin-coupled fluorescence; 1.1% of 330,000 active; inhibition, % at 15 µM; AID 652115, 2013; in the data active = inhibition above about 15%; inconclusive = no clear call, values can overlap the other calls
# Target sequence (Q9NXA8 whole entry, looked up): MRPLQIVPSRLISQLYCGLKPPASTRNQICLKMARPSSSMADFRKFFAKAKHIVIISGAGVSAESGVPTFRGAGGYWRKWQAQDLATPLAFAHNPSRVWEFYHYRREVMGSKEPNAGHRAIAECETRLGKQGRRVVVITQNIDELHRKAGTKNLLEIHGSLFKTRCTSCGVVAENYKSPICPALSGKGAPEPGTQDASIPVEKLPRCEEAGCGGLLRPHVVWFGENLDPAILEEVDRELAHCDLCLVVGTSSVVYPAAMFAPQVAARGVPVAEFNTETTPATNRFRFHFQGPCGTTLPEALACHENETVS
# S100A4 MyoIIA: inhibitors of S100A4-myosin IIA peptide binding, primary screen, biochemical, fluorescence polarization, TAMRA-MyoIIA peptide; inhibition, % at 10.7 µM; 0.14% of 360,000 active; AID 652163, 2013;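 active = mean inhibition of at least 70% across replicates, with every replicate also reaching that level; inconclusive = mean inhibition reaches 70% but some replicates fall short; inactive = mean inhibition below 70%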
# Target sequence (P26447 whole entry, looked up): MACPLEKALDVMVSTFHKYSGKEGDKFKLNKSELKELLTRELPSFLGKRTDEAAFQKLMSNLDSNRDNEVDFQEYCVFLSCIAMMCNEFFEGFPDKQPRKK
#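 Material: S100A4 monomer protein / Buffer or medium: 50 mM HEPES pH 7.2, 10 mM CaCl2, 100 mM KCl / Times: 5 min incubation before reading / Benchmarks: neutral control DMSO, positive control TFP / Reagent: labelled myosin peptide probe, 5 nM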
# ERAP1 HTS inh: human ERAP1 aminopeptidase inhibitors, primary screen, biochemical, single point, plate reader | recombinant ERAP1, Leu-AMC fluorescence, 60 min | inhibition, % at 10.7 µM | 0.15% of 340,000 active | AID 652197, 2013;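 active = mean replicate inhibition of at least 30%, or all replicates individually reaching that 30% level; inactive = mean below 30% and not every replicate reaching it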;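 also: 0% = neutral control wells and 100% = L-leucinethiol positive control wells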
# Cneo AK release: Cryptococcus neoformans cell lysis inducers, primary screen, AK release luminescence, single concentration | C. neoformans lysis, adenylate kinase release luminescence, 4 h; normalised: neutral wells 0, clomiphene wells 100 | AID 651654, 2012 | lysis activity, % at 15 µM | 0.2% of 360,000 active;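 active = mean lysis activity across replicates of at least 80%, whatever share of replicates individually reach that level; inactive = mean lysis activity below 80%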
#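 Material: C. neoformans cells; Schedule: 4 h static compound exposure, 37 °C, read 1 h post-reagent; Measured by: adenylate kinase release luminescence; Read-out: signal increase indicating cell lysis; Controls: Clomiphene as positive lysis control.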
# LGR2 antag: inhibitors of bursicon-induced LGR2 CRE-luciferase signal, primary screen, cell-based, HEK293, CRE-luciferase reporter, bursicon stimulation. Drosophila bursicon receptor LGR2 (rickets). bursicon-stimulated, 4 h. inhibition, % at 9.99 µM. 0.35% of 380,000 active. AID 720647, 2013;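 active = drop in luminescence signal, shown as inhibition above about 50% in the replicate tests, limit read from the data, passing the limit was not always enough; inconclusive = probably only some replicates passing the limit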;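 also: agonist challenge used bursicon conditioned medium at about half maximal strength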
# PGC1a acetyl inh: inhibitors of PGC1a acetylation signal, primary screen, cell-based, U2OS, AlphaScreen, inhibitor mode | AlphaScreen anti-acetyl-lysine; with virally co-expressed GCN5 acetyltransferase | inhibition, % at 15.6 µM | 0.17% of 350,000 active | AID 651687, 2012;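 active = every replicate shows inhibition of at least 40%; inconclusive = mean inhibition at least 40% but some replicate below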;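 also: 0% = neutral control wells and 100% = positive control wells; some results beyond the cut were filed as inactive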
# Xi reactivation: activators of inactive X chromosome reactivation, primary screen, imaging, XiGFP fibroblasts, GFP high-content imaging, set 2; XiGFP mouse fibroblasts, % GFP-positive cells imaging, 3 d; cells co-treated with 5-aza-dC sensitizer; scaled so ellipticine positive control = 100%; activation, % at 7.58 µM; 0.055% of 360,000 active; AID 743238, 2013;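 active = mean normalized replicate activation at least 10% and every replicate at or above 10%; inconclusive = only one of the two criteria met; inactive = mean below 10% and not all replicates reach 10%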;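 also: 0% = median of on-plate neutral control wells and 100% = ellipticine 6 µM median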
#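 Assay system: SV40-immortalized XiGFP fibroblast cells, line 68-5-11; buffer or medium: DMEM plus 5-aza-dC sensitizer; compound: one concentration, pinned; timing: compounds 3 days, fix/stain 15 min at room temperature; benchmarks: positive control ellipticine, 6 µM final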
# C2C12 statin: suppressors of statin myotoxicity in C2C12 myotubes, primary screen, cell-based, single point, plate reader | C2C12 myotubes + simvastatin, ATP luminescence, 48 h; scaled: DMSO 0, geranylgeraniol control 100 | rescue of ATP level, % at 7.49 µM | 0.78% of 330,000 active | AID 602340, 2012;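 active = mean ATP rescue above about 67%, or every replicate alone reaching that limit, limit read from the data, passing the limit was not always enough; inconclusive = no clear call, values can overlap the other calls; inactive = mean under the limit and some replicate under it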;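 also: myotubes were challenged with 10 µM simvastatin during compound exposure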
# An asterisk follows results filed as active; ? = inconclusive; . = not tested or not shown; & = joins results of further samples. This is a subset; rates above refer to the full screens.
SMILES,SIRT5 inh,S100A4 MyoIIA,ERAP1 HTS inh,Cneo AK release,LGR2 antag,PGC1a acetyl inh,Xi reactivation,C2C12 statin
Cc1cc(NC(=O)c2cc3n(n2)C(C(F)(F)F)CC(c2ccco2)N3)no1 (centres undefined),6,-1,2,-1,-9,.,0.0,10
Nc1nc(COc2ccc(F)cc2)nc(N2CCCCC2)n1,-5,-10,8,.,-14,3,-0.1,.
CSc1ccccc1NC(=O)CN(C)Cc1c(O)ccc2ccccc12,1,-4,-2,-5,-16,.,0.2,12
Cc1cc(C)cc(NC(=S)NC2CC3CCCC(C2)N3CC(C)C)c1 (centres undefined),-2,-6,0,3,.,.,0.4,3
Cc1ccc(S(=O)(=O)N2C[C@H]3N(C(=O)OC(C)C)N(C(=O)OC(C)C)C[C@H](OC(=O)Nc4c(C)noc4C)[C@@]3(O)C2)cc1,1,-6,-2,-1,0,0,0.1,-8
S=C(NCCN1CCOCC1)Nc1ccccc1Cl,3,1,5,.,2,.,-0.1,.
O=C(COc1ccc(Br)cc1)N1CCN(c2ncccn2)CC1,-3,-1,1,0,-4,-9,0.0,2
COc1ccc(C2C(C#N)=C(N)Oc3cc(O)ccc32)cc1Cl (centres undefined),-3,-1,-19,3,5,-11,-0.1,18
CCOC(=O)CSc1ccc2ccccc2n1,-2,-5,3,.,1,2,0.0,.
CC1CC(OC(=O)C2CCN(S(=O)(=O)c3ccc(F)cc3)CC2)C(=O)O1 (centres undefined),-5,-1,0,4,-1,1,-0.1,-6
COc1ccc(CNc2cc(NCCCO)c([N+](=O)[O-])c3nonc23)cc1,4,0,2,.,5,.,0.2,.
CO[C@@H]1CN(C)C(=O)c2cc(NS(C)(=O)=O)ccc2OC[C@@H](C)N(S(C)(=O)=O)C[C@@H]1C,5,-5,-2,1,-7,11,0.3,3
CNC[C@H]1OCCCC[C@@H](C)Oc2ccc(NC(=O)c3ccncc3)cc2C(=O)N([C@@H](C)CO)C[C@@H]1C,4,-48,0,-1,15,1,0.0,21
CCc1ccc(Oc2nc([N+](=O)[O-])nn2C)cc1,0,-3,1,.,5,.,0.2,.
CS(=O)(=O)N(Cc1ccco1)CC(O)Cn1cc(C=O)c2ccccc21 (centres undefined),.,.,.,0,10,8,.,5
COc1ccc(NC(=O)N2C[C@H]3[C@@H](c4ccccc42)[C@@H](CO)N3Cc2ccccn2)cc1,9,0,1,39,-14,-2,0.1,5
CC(C)NC(=O)N(C)C[C@H]1Oc2ccc(NS(=O)(=O)c3cn(C)cn3)cc2C(=O)N([C@H](C)CO)C[C@@H]1C,3,-6&7,-1&-2,55&-2,-9&-9,-10,-0.5&0.0,0
COc1ccc(C2/C=C\CN3CCC[C@H]3C(=O)N2Cc2ccc(F)cc2)cc1 (some centres undefined),-8,-8,-4,2,4,-2,0.0,-1
CC(=O)NCCc1ccc(C(=O)COC(=O)c2ccc(C)s2)cc1,0,3,2,-20,-32,-3,0.0,0
COc1ccc(C(N)c2csc(Nc3cc(Oc4ccccc4)ncn3)n2)cc1 (centres undefined),-1,-8,8,2,24,2,0.0,4
COc1ccc(C(=O)Nc2ccccc2C(=O)NCc2cccnc2)cc1,-4,6,1,-2,8,-4,0.1,-1
Cc1cc(N2CCN(CC(O)C(F)(F)F)CC2)c2ccccc2n1 (centres undefined),3,-1,-1,-1,-3,.,0.4,4
CCn1c(=O)n(CC)c2cc(N3CCCC3)c(NC(=O)c3cc(Br)ccc3OC)cc21,1,1,-2,.,9,.,0.0,.
C=CCOc1cccn2c(N(C=O)Cc3ccccc3)c(CC)nc12,.,3,0,0,17,-2,0.1,34
CSc1ccc(Cn2nnc(C(=O)NCCc3ccc(Cl)cc3)c2N)cc1,-1,1,1,0,-2,-4,0.0,.
CCn1c(C)nc2cc(C(=O)N/N=C/c3ccc(OC)c(O)c3)ccc21,3,-19,4,.,.,.,0.1,.
Cc1ccc2nc(NC(=O)CCn3c(=O)sc4ccccc43)sc2c1,1,2,0,3,-12,-7,0.1,-2
O=C(CN1CCN(S(=O)(=O)c2ccc(F)cc2)CC1)Nc1cccc(C(F)(F)F)c1,.,.,.,1,-3,-7,.,-35
Cc1csc2c(N3CCN(C(=S)Nc4ccc(C(F)(F)F)cc4)CC3)ncnc12,1,4,4,-3,18,-5,0.2,-7
CC1CCN(C(=O)Cn2nnnc2CN2CCOCC2)CC1,-2,0,1,-1,18,0,0.5,2
O=C(c1ccc(O)c(Br)c1)c1cc(Br)ccc1O,4,25,4,-1,22,4,0.1,-6
CCNC(=O)[C@H]1[C@H](CO)[C@H]2Cn3c(ccc(-c4ccccc4F)c3=O)[C@H]2N1C(=O)CC,-3,11,-3,-3,15,.,0.3,-5
CCCC#Cc1ccc2c(c1)O[C@@H](CN(C)C(=O)C1CCC1)[C@@H](C)CN([C@@H](C)CO)S2(=O)=O,5,7,-1,-1,7,-4,-0.5,18
Cc1ccc(S(=O)(=O)N[C@H]2CC[C@H](CCn3cc(C4CCCCC4)nn3)O[C@@H]2CO)cc1,-1,7,0,-1,2,1,0.3,2
C[C@H]1CN([C@@H](C)CO)C(=O)Cc2cc(NS(C)(=O)=O)ccc2O[C@H]1CN(C)Cc1ccc(Oc2ccccc2)cc1,0,0,-2,-1,-13,-10,0.1,-3
Cc1[nH]nc(Nc2ccc(O)cc2)c1[N+](=O)[O-],1,-2,0,.,-20,37,0.2,.
Cc1ccc(S(=O)(=O)N(C)C)cc1NC(=O)COC(=O)CCNS(=O)(=O)c1ccccc1,-3,4,4,.,2,-13,-0.2,-11
O=C(CNC(=O)c1ccccc1)N/N=C/c1cc(Br)ccc1O,2,-3,2,0,-2,3,0.7,.
CCc1nc2c(OCc3ccccc3)cccn2c1N(C)C(=O)COc1ccccc1,-3,-6,-5,6,10,5,0.1,18
COc1ccccc1NC(=O)N1CCCCN2[C@H](CO)[C@H](c3ccc(-c4cccc(C)c4)cc3)[C@H]2C1,-1,2,-1,11,21,-3,0.2,.
C[C@@H]1CN([C@@H](C)CO)S(=O)(=O)c2ccc(C#Cc3ccccn3)cc2O[C@@H]1CN(C)CC1CC1,-2,3,0,5,-15,-20,0.2,-2
CC(C)NC(=O)N(C)C[C@@H]1Oc2ccc(NC(=O)CCN3CCOCC3)cc2C(=O)N([C@@H](C)CO)C[C@H]1C,-2,5,2,2,-8,-1,0.3,10
CC(C)[C@H](NC(=O)C1CCN(S(=O)(=O)c2ccccc2)CC1)C(=O)NCc1ccco1,-8,-7,0,-1,15,-6,-0.1,-1
COC(=O)[C@]12C[C@H](CC(=O)NCc3cccc4ccccc34)C(=O)N(CCC3=CCCCC3)C1=C[C@H](C(C)(C)C)O[C@@H]2C,.,8,6,.,6,.,0.6,.
COc1ccccc1-c1cn(CC[C@@H]2CC[C@@H](NC(=O)C3CCOCC3)[C@@H](CO)O2)nn1,-1,-3,1,-2,19,-12,0.0,3
COc1ccc(CNC(=O)C2CCN(C(=O)N(C)C)CC2)c(OC)c1,2,1,0,-2,-25,0,.,-7
O=C(C[n+]1ccc(C(=O)NCCCO)cc1)c1cccc(Br)c1,-2,-3,.,.,15,.,0.3,.
O=C(Nc1ccccc1N1CCN(c2ccccc2)CC1)c1ccccc1,0,-4,0,.,14,-29,-0.2,.
O=c1c2ccccc2c2c(O)nc(-c3ccccc3)n2n1Cc1ccccc1,.,.,.,-3,17,-8,.,-30
CCOc1ccccc1C(=O)NCC(=O)NNC(=O)c1cccs1,-3,5,-1,2,0,1,0.1,7
# Going on with the list.
SMILES,SIRT5 inh,S100A4 MyoIIA,ERAP1 HTS inh,Cneo AK release,LGR2 antag,PGC1a acetyl inh,Xi reactivation,C2C12 statin
CCC(=O)N1C[C@H](C)[C@@H](OC)CN(C)C(=O)c2cc(NC(=O)NC3CCCC3)ccc2OC[C@@H]1C,-1,7,2,.,14,1,-0.1,.
CCSc1nc2ccc(N3C(=O)C4C5C=CC(C5)C4C3=O)cc2s1 (centres undefined),-2,-3,11,.,-11,.,-0.1,.
O=C(Nc1cccc(Cl)c1)N1C[C@@H]2[C@H](c3ccccc31)[C@H](CO)N2C(=O)c1ccncc1,2,-5,-3,3,-25,8,0.0,-15
CC=Cc1ccc2n(c1=O)C[C@H]1[C@H](CO)[C@@H](C(=O)NCC3CC3)[C@@H]2N1Cc1ccccc1 (mixture of isomers),-4,3,-2,1,4,.,0.0,-1
Cc1ccccc1Nc1nc(N)nc(CSc2nncn2C)n1,0,1,3,-5,3,-6,-0.1,8
CCCNC(=O)N(C)C[C@H]1Oc2ncc(C#CCC3CCCC3)cc2C(=O)N([C@@H](C)CO)C[C@@H]1C,1,-2,-1,-8,20,-3,-0.2,.
CC(C)NC(=O)Nc1ccc2c(c1)C(=O)N([C@@H](C)CO)C[C@H](C)[C@@H](CN(C)Cc1ccncc1)OCCCC[C@@H](C)O2,-2,14,.,-1,20,6,-0.1,.
Cc1ccc(-n2c(N)c(Br)c(=O)[nH]c2=O)cc1C,-6,4,-1,2,8,12,0.1,7
C[C@@H]1CN([C@H](C)CO)C(=O)Cc2cc(NC(=O)CCCCCC(=O)Nc3ccccc3N)ccc2O[C@@H]1CN(C)Cc1ccccc1,-5,20,-1,1,10,2,3.9,?
C[C@@H]1CN([C@@H](C)CO)C(=O)c2cccc(NS(=O)(=O)c3cn(C)cn3)c2O[C@@H]1CN(C)Cc1ccc(Cl)c(Cl)c1,-4,-7,0,6,6,1,0.1,-13
COc1ccc(NC(=O)c2cccnc2N2CCCC2)cc1,19*,-6,1,0,.,-1,.,9
CCN1C(=O)N(C)[C@@H](c2ccccc2)C(C(=O)OC)=C1C,-6,1,2,-1,9,-9,0.2,-5
CCN1C(=O)[C@H]2[C@@H](c3ccc(C(F)(F)F)cc3)N[C@]3(CCCN(Cc4ccco4)C3=O)[C@H]2C1=O,-2,12,.,2,6,-5,0.2,5
O=C(NC1CCCC1)C(c1cc2c(cc1[N+](=O)[O-])OCO2)N1CCCC1 (centres undefined),-1,8,6,.,-3,-12,0.3,.
COc1ccc(N/C=C\C(=O)c2ccc(C)cc2)cc1OC,-2,1,-4,.,-199,.,0.0,9
C[C@H]1CN([C@@H](C)CO)C(=O)CCCn2cc(nn2)CO[C@H]1CN(C)S(=O)(=O)c1ccccc1C#N,2,-2,0,.,-8,0,-0.5,.

# Quoted at random: 2 entries already listed
SMILES,SIRT5 inh,S100A4 MyoIIA,ERAP1 HTS inh,Cneo AK release,LGR2 antag,PGC1a acetyl inh,Xi reactivation,C2C12 statin
COc1ccc(CNC(=O)C2CCN(C(=O)N(C)C)CC2)c(OC)c1,2,1,0,-2,-25,0,.,-7
CSc1ccc(Cn2nnc(C(=O)NCCc3ccc(Cl)cc3)c2N)cc1,-1,1,1,0,-2,-4,0.0,.
